Screening results: PubChem BioAssay, National Center for Advancing Translational Sciences (NCATS)
aSyn rescue: rescues yeast growth from alpha-synuclein toxicity. Yeast expressing alpha-synuclein, growth rescue, BacTiter-Glo, 24 h. Potency, µM (top dose mostly 46.1 µM), for inactives: at the top dose growth rescue (activation), hits mostly activators. 370,000 compounds, 0.14% hits. AID 652106; note: % of control where 0% means no effect; nearly all actives have a fitted effect of over 65% in size
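Screening used galactose-induced yeast with toxic alpha-synuclein levels, exposed to compound for 24 hr at 30 deg C. Cell growth, read with BacTiter-Glo luminescence, gave the measured signal.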
Abeta yeast res: restores growth of yeast expressing A-beta42 peptide. yeast expressing A-beta42, growth rescue, OD600, 48 h; response scale: 0% DMSO, 100% iron-clioquinol control. Potency, µM (series often up to 46.1 µM), for inactives: top-dose growth rescue, most hits filed as activators. 410,000 compounds, 0.063% hits; note: nearly all actives have a fitted effect of over 55% in size
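Growth rescue measured by 600 nm absorbance after 48 h yeast culture at 30 C with compound. Values normalized between DMSO and an equimolar ferric chloride plus clioquinol control.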
FUS suppressor: rescues growth of FUS-expressing yeast. S. cerevisiae FUS-expressing, growth rescue, OD600, 24 h. Potency, µM (highest dose often 76.6 µM), inactives show top-dose growth rescue (activation), actives largely listed as activators. 390,000 compounds, 0.24% hits;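 note: plate controls were DMSO vehicle for no effect and reference control for full effect; nearly all actives have a fitted effect of over 55% in size; some results filed as inactive show a strong effect at the top dose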
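Steps: raffinose overnight preculture; dilution to OD 0.005 in 2% galactose minimal medium; compound addition (concentration series); 24hr at 30C, 99% humidity; absorbance read at 600 nm.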
* = called active by the depositor; ? = inconclusive; · = no result given; [ ] = remark or other dose. Calls come from the whole dose curve; as a rule, active = well fitted activation curve with a large enough effect; inconclusive = small, poorly fitted or top-dose-only effect; inactive = no such curve, though single readings can be large or run the other way. Potency is the fitted concentration of half-maximal effect. This is a subset; rates above refer to the full screens.

SMILES	aSyn rescue	Abeta yeast res	FUS suppressor
CCN1C(C(=O)c2ccccc2)=C(NC(=O)c2ccc(Cl)cc2)c2ccccc2S1(=O)=O	·	-24%	7%
CCN(Cc1ccccc1)S(=O)(=O)c1ccc(F)c(C(=O)Nc2ccc(C(C)C)cc2)c1	·	-8%	1%
Cc1ccc(CN(C(=O)c2ccccc2[N+](=O)[O-])c2ccccn2)cc1	·	-2%	24%
Cc1cc(C)n2nc(CNC(=O)c3c(F)cccc3F)nc2n1	·	-6%	-9%
CCOC(=O)C1CCCN(C(=O)c2ccc3c(c2)N(Cc2ccccc2F)C(=O)c2ccccc2S3=O)C1 (stereo not drawn)	·	-3%	?
CCCCN1C(=O)CN(C2CCCCCC2)C(=O)C1c1ccc(OCC)c(OC)c1 (stereo not drawn)	·	4%	23%
COc1ccc(CNC(=O)CN(c2ccc(C(C)C)cc2)S(=O)(=O)c2c(C)nn(C)c2C)cc1	·	1%	-11%
COc1ccccc1OCCn1c(NC(=O)c2ccccc2Cl)nc2ccccc21	·	-9%	13%
CCOc1ccccc1NC(=O)c1ccc2oc(=O)c(S(=O)(=O)c3ccc(F)cc3)cc2c1	·	-10%	-2%
Cc1ccc(CNC(=O)CS(=O)(=O)Cc2nc(-c3ccccc3C)oc2C)cc1	·	-14%	-4%
Cc1[nH]c2ccccc2c1C1(O)C(=O)N(Cc2ccccc2)c2ccc(Cl)cc21 (stereo not drawn)	·	-62%[inhibitor]	20%
O=C(CCc1nc(-c2cccs2)no1)Nc1ccccc1[N+](=O)[O-]	·	4%	-21%
CCOC(=O)C1=C(c2ccccc2)Nc2ncnn2C1c1ccc(Cl)cc1 (stereo not drawn)	·	-16%	-6%
CN(C)CCNC(=O)CCCn1c(=O)c2cccn2c2ccccc21	·	-5%	-10%
Cc1ccc(Cn2cc(C(=O)c3ccc4c(c3)OCO4)c(=O)c3cc(C)ccc32)cc1	·	22%	?
CCOc1ccc(C(=O)Nc2ccc(Cl)c(-c3nc4cc(C)cc(C)c4o3)c2)cc1	·	-3%	-12%
O=C(Nc1cc(Cl)ccc1O)c1cc(-c2ccc3c(c2)OCO3)on1	·	-14%	-8%
COc1ccc(NC(=O)CC2C(=O)N(c3cccc(OC)c3)C(=O)N2CCc2cccs2)cc1 (stereo not drawn)	·	-4%	42%
Cc1cccc(-c2nc3scc(CCNC(=O)c4ccc(Br)o4)n3n2)c1	·	18%	19%
CCC(CC)C(=O)Nc1cccc(-c2nc3cccnc3s2)c1	·	0%	5%
CC(C)(C)OC(=O)N1CCC(c2c(C(=O)N3CCCCC3)cnn2-c2ccc(F)cc2F)CC1	·	6%	9%
O=C(Cc1ccc(F)cc1)NCCc1csc(-c2ccc(C(F)(F)F)cc2)n1	13%	3%	4%
Cc1cc(C)cc(-n2c(SCC(=O)NCc3ccco3)nc3c([nH]c4ccccc43)c2=O)c1	0%	-13%	7%
Cc1cccc(S(=O)(=O)Nc2cccc(-c3ccc(N4CCCCC4)nn3)c2)c1	0%	18%	20%
COc1ccc(-c2nc3ccccc3o2)cc1NC(=O)C(C)(C)Oc1ccc(Br)cc1	-4%	-17%	-8%
CCc1ccccc1Nc1nn2c(=O)c3ccc(C(=O)NCCc4ccccc4)cc3nc2s1	-1%	-7%	-18%
CCOc1cc(C(=O)N2CCn3c4c(c5cc(C)ccc53)CCCC42)cc(OCC)c1OCC (stereo not drawn)	-1%	4%	-6%
CCCCN(CCCNC(=O)c1cc(Nc2cccc(SC)c2)nc2ccccc12)Cc1ccccc1	-24%	-10%	?
CCOc1ccc(-n2c(SCc3ccc(C(=O)OC)o3)nc3c([nH]c4ccccc43)c2=O)cc1	-4%	-14%	-9%
COC(=O)c1ccc(CSc2nc3c([nH]c4ccccc43)c(=O)n2-c2cccc(OC)c2)o1	11%	-4%	43%
CCOC(=O)c1cnc2ccc(C(=O)OC)cc2c1Nc1ccc(N2CCOCC2)cc1	4%	-21%	-20%
CC(C)(C)C(=O)Nc1c(C(=O)N2CCN(c3ccc(F)cc3)CC2)oc2ccccc12	-15%	0%	25%
COc1ccc(OCC(=O)N2CCN(C(=O)c3cccc(OC)c3)CC2)cc1	1%	-15%	-10%
COc1cccc(C(=O)Nc2c3c(nn2-c2ccc(Cl)cc2)CS(=O)(=O)C3)c1	-9%	-14%	4%
O=C(NCCc1csc(-c2cccnc2)n1)c1ccc(F)c(F)c1	9%	-20%	-10%
O=S(=O)(Nc1nc2ccccc2nc1Nc1ccccc1Br)c1ccccc1	-4%	-16%	-12%

Overlap with the part before: 2 compounds, followed by the next part.
SMILES	aSyn rescue	Abeta yeast res	FUS suppressor
O=C(NCCc1csc(-c2cccnc2)n1)c1ccc(F)c(F)c1	9%	-20%	-10%
O=S(=O)(Nc1nc2ccccc2nc1Nc1ccccc1Br)c1ccccc1	-4%	-16%	-12%
Cc1ccc(CNC(=O)CNS(=O)(=O)c2cccs2)cc1	-4%	-12%	-6%
Cc1ccc(NC(=O)CN2C(=O)C3(SCC(=O)N3c3cccc(Cl)c3)c3ccccc32)cc1C (stereo not drawn)	3%	2%	-6%
CCN(C(=O)Cn1c(=O)n(Cc2ccc3c(c2)OCO3)c(=O)c2ccc(C(=O)NC3CCCCC3)cc21)c1cccc(C)c1	?	-13%	?
COc1cccc2cc(C(=O)NCCc3c(C)[nH]c4ccc(Br)cc34)c(=O)oc12	0%	-4%	12%
CCc1ccccc1Nc1nn2c(=O)c3ccc(C(=O)NCc4ccccc4Cl)cc3nc2s1	3%	-16%	-9%
COc1cccc(N2C(=O)CSC23C(=O)N(Cc2ccccc2)c2ccccc23)c1 (stereo not drawn)	4%	-17%	43%
Cc1ccc2c(c1)-c1onc(C(=O)N3CCN(c4cc(C)ccc4C)CC3)c1CO2	1%	-10%	-17%
Cc1ccc(-c2nc(C)c(CCNC(=O)c3ccco3)s2)cc1	-12%	-14%	-1%
O=C1CC(c2cccc(F)c2)c2c(n3ncnc3[nH]c2=O)N1 (stereo not drawn)	-3%	-16%	-20%
Cc1ccc(S(=O)(=O)N(CC(O)Cn2c3ccccc3c3ccccc32)c2cccc(C(N)=O)c2)cc1 (stereo not drawn)	1%	-25%	34%
O=S(=O)(c1ccc(C2CCCCC2)cc1)N1CCN(c2ccc(Cl)c(Cl)c2)CC1	4%	-5%	-13%
CCOc1ccc(CCNC(=O)CN2C(=O)COc3ccc(S(=O)(=O)N4CCCCCC4)cc32)cc1	-5%	-12%	?

Reprinted from above (23 entries):
SMILES	aSyn rescue	Abeta yeast res	FUS suppressor
Cc1cc(C)cc(-n2c(SCC(=O)NCc3ccco3)nc3c([nH]c4ccccc43)c2=O)c1	0%	-13%	7%
Cc1cccc(S(=O)(=O)Nc2cccc(-c3ccc(N4CCCCC4)nn3)c2)c1	0%	18%	20%
COc1ccc(-c2nc3ccccc3o2)cc1NC(=O)C(C)(C)Oc1ccc(Br)cc1	-4%	-17%	-8%
CCc1ccccc1Nc1nn2c(=O)c3ccc(C(=O)NCCc4ccccc4)cc3nc2s1	-1%	-7%	-18%
CCOc1cc(C(=O)N2CCn3c4c(c5cc(C)ccc53)CCCC42)cc(OCC)c1OCC (stereo not drawn)	-1%	4%	-6%
CCCCN(CCCNC(=O)c1cc(Nc2cccc(SC)c2)nc2ccccc12)Cc1ccccc1	-24%	-10%	?
CCOc1ccc(-n2c(SCc3ccc(C(=O)OC)o3)nc3c([nH]c4ccccc43)c2=O)cc1	-4%	-14%	-9%
COC(=O)c1ccc(CSc2nc3c([nH]c4ccccc43)c(=O)n2-c2cccc(OC)c2)o1	11%	-4%	43%
CCOC(=O)c1cnc2ccc(C(=O)OC)cc2c1Nc1ccc(N2CCOCC2)cc1	4%	-21%	-20%
CC(C)(C)C(=O)Nc1c(C(=O)N2CCN(c3ccc(F)cc3)CC2)oc2ccccc12	-15%	0%	25%
COc1ccc(OCC(=O)N2CCN(C(=O)c3cccc(OC)c3)CC2)cc1	1%	-15%	-10%
COc1cccc(C(=O)Nc2c3c(nn2-c2ccc(Cl)cc2)CS(=O)(=O)C3)c1	-9%	-14%	4%
O=C(NCCc1csc(-c2cccnc2)n1)c1ccc(F)c(F)c1	9%	-20%	-10%
O=S(=O)(Nc1nc2ccccc2nc1Nc1ccccc1Br)c1ccccc1	-4%	-16%	-12%
Cc1ccc(CNC(=O)CNS(=O)(=O)c2cccs2)cc1	-4%	-12%	-6%
Cc1ccc(NC(=O)CN2C(=O)C3(SCC(=O)N3c3cccc(Cl)c3)c3ccccc32)cc1C (stereo not drawn)	3%	2%	-6%
CCN(C(=O)Cn1c(=O)n(Cc2ccc3c(c2)OCO3)c(=O)c2ccc(C(=O)NC3CCCCC3)cc21)c1cccc(C)c1	?	-13%	?
COc1cccc2cc(C(=O)NCCc3c(C)[nH]c4ccc(Br)cc34)c(=O)oc12	0%	-4%	12%
CCc1ccccc1Nc1nn2c(=O)c3ccc(C(=O)NCc4ccccc4Cl)cc3nc2s1	3%	-16%	-9%
COc1cccc(N2C(=O)CSC23C(=O)N(Cc2ccccc2)c2ccccc23)c1 (stereo not drawn)	4%	-17%	43%
Cc1ccc2c(c1)-c1onc(C(=O)N3CCN(c4cc(C)ccc4C)CC3)c1CO2	1%	-10%	-17%
Cc1ccc(-c2nc(C)c(CCNC(=O)c3ccco3)s2)cc1	-12%	-14%	-1%
O=C1CC(c2cccc(F)c2)c2c(n3ncnc3[nH]c2=O)N1 (stereo not drawn)	-3%	-16%	-20%

More results
SMILES	aSyn rescue	Abeta yeast res	FUS suppressor
COc1ccc(OC)c(NS(=O)(=O)c2ccc3[nH]c4c(c3c2)CCCCC4)c1	?	-10%	?
CCOc1ccc(-c2nn(-c3ccccc3)cc2C2NC(=O)NC(C)=C2C(=O)OC(C)C)cc1 (stereo not drawn)	15%	10%	?
COc1cc(C(CC(=O)Nc2ccc(Br)cn2)N2Cc3ccccc3C2=O)cc(OC)c1OC (stereo not drawn)	?	-1%	-14%
Cc1cc(C)cc(NCc2nnc3n2CCCCC3)c1	2%	-5%	-3%
CCc1nnc(NC(=O)CSc2nc3c([nH]c4ccccc43)c(=O)n2-c2cc(C)cc(C)c2)s1	2%	-1%	-12%
Cc1ccccc1NC(=O)Cn1c(=O)n(Cc2ccc3c(c2)OCO3)c(=O)c2ccc(C(=O)NC3CCCCC3)cc21	-3%	-1%	-13%
CCN1CCN(Cc2c(O)ccc3c(=O)c(Oc4ccccc4Cl)c(C(F)(F)F)oc23)CC1	-9%	-18%	-3%
O=C(Nc1ccc(F)cc1)c1ccc(-n2cnc3cccnc32)cc1	-5%	-15%	-15%
COc1ccc(OC)c(NCc2cccn2-c2nnc(N3CCC(C)CC3)s2)c1	0%	7%	-2%
Clc1ccc(CN2CCN(c3ncnc4sc5c(c34)CCCC5)CC2)cc1Cl	2%	-7%	-18%
COc1ccc(-n2c(SCC(=O)N3CCCc4ccccc43)nc3c([nH]c4ccccc43)c2=O)cc1	-10%	-8%	9%
CN(C)S(=O)(=O)N(CC(=O)Nc1ccc(Br)cc1F)c1ccccc1	10%	-9%	0%
COCCN(Cc1ccc(C)c(Br)c1)S(=O)(=O)c1ccc2[nH]c(=O)ccc2c1	1%	0%	16%
CSc1cccc(NC(=O)N2CCN(S(=O)(=O)c3ccc4c(ccn4C)c3)CC2)c1	7%	11%	?
O=C(NCc1ccc2c(c1)OCO2)c1ccc2c(c1)N(Cc1cccc(Cl)c1)C(=O)c1ccccc1S2	6%	11%	?
Cc1ccc(Cn2c(SCC(=O)NCc3ccc(Cl)cc3)nc3ccsc3c2=O)cc1	4%	-6%	-14%
COc1cccc(C(=O)Nc2ccccc2-c2nnc(-c3ccc(C(C)(C)C)cc3)o2)c1	-1%	-12%	-10%
Cc1cc(C)c(NC(=O)CSc2nc3nc(C)cc(C)n3n2)c(C)c1	2%	-15%	-20%
CCCNC(=O)c1ccc(Cn2c(SCC(N)=O)nc3ccccc3c2=O)cc1	-1%	-1%	17%
COc1cccc(N2CCN(C(=O)CN3CCSc4ccccc43)CC2)c1	3%	?	34%
Cc1ccc(CNc2cc(C)nc3nc(-c4cccc(C)c4)nn23)cc1	-4%	-19%	5%
COc1ccc(NCc2cc3ccc(OC)cc3n(CC(=O)Nc3cccc(OC)c3)c2=O)cc1	6%	-20%	35%
COc1ccc(-c2cc3ccc(O)c(CN4CCCC(C)C4)c3oc2=O)cc1OC (stereo not drawn)	-1%	-41%[inhibitor]	?
